Screening data from PubChem BioAssay.
NR2E3 ag-1: inhibitors of NR2E3-RetCOR corepressor binding, primary screen, NR2E3 agonist project, biochemical, TR-FRET, GST-NR2E3, biotin-RetCOR; inhibition of corepressor binding, % at 4.78 µM; 1536-well; AID 2300, 2010; Photoreceptor-specific nuclear receptor (Homo sapiens), Q9Y5X4; 320,000 tested, 0.12% active;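 active = percent inhibition above the cutoff of mean plus 3 SD of all tested compounds, set per screening campaign, cut at about 20% in these data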;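 note: 0% = DMSO wells and 100% = biotin wells as full block of FRET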
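System: GST-tagged NR2E3 plus biotinylated RetCOR corepressor; Buffer or medium: pH 7.5 Tris-based buffer; Probe or stimulus: RetCOR corepressor, biotinylated, 7 nM; Doses: compound at 4.8 µM, single dose; Schedule: 5 h incubation at 4 °C; Technique: time-resolved FRET; Evaluation: percent inhibition of TR-FRET ratio; Replication: one well per compound, singlicate testing.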
TRPM1 prom inh: inhibitors of MITF-dependent TRPM1 promoter reporter, primary screen, cell-based, SK-MEL-5, single point, luciferase; SK-MEL-5 TRPM1 promoter luciferase, 24 h; inhibition, % at 12.5 µM; 330,000 tested, 0.83% active;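 active = mean inhibition across replicates of 60% or more, whatever share of single replicates reaches that level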; note: values of inactives mirror those of a sister screen read the other way
iPSC survival up: enhancers of single-cell hiPSC survival, primary screen, ATPlite luminescence. 100% = ROCK inhibitor wells, 0% = DMSO. survival enhancement, % at 20 µM. 360,000 tested, 0.044% active. AID 602274, 2012; in the data active = survival enhancement above about 18%;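 note: cells exposed to compounds for 16 hours before the ATP read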
H9c2 protect: cardioprotection against H2O2-induced cell death, primary screen, uHTS, H9c2 cells, ATPLite luminescence; H9c2 cardiomyocytes, H2O2 injury protection, 2 h; protection from H2O2 cell death, % at 20 µM; 360,000 tested, 0.63% active; AID 588492, 2011;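 active = compounds giving at least 50% protection of heart cells from peroxide-induced death in the single-dose screen, raw or plate-pattern-corrected value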;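 note: 0% = DMSO wells with peroxide and 100% = DMSO wells without peroxide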
Peg3 prom inh: Peg3 promoter-driven luciferase inhibitors, primary screen, cell-based, HeLa, luciferase luminescence | HeLa PEG-Prom luciferase reporter, overnight | inhibition, % at 20 µM | 360,000 tested, 1.7% active;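 active = inhibition of at least 50% at 20 µM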
NR2E3 ag-2: NR2E3 agonists in two-hybrid cells, primary screen, cell-based, luminescence, CHO-S, Gal4-NCOR/VP16-NR2E3; inhibition of corepressor binding, % at 3.98 µM; AID 602229, 2012; luciferase; 360,000 tested, 0.35% active; Photoreceptor-specific nuclear receptor (Homo sapiens), Q9Y5X4;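 active = inhibition above the mean of all tested compounds plus 3 SD, cut at about 70% in these data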;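 note: 0% = DMSO with NR2E3 transfected cells and 100% = cells lacking NR2E3 construct; higher means lower luciferase signal from less NR2E3 corepressor binding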
PDI turbidity: inhibitors of human PDI, primary screen, biochemical, turbidity, single point, plate reader. Protein disulfide-isomerase (Homo sapiens), P07237. PDI insulin aggregation turbidity, A650, 90 min. inhibition, % at 10 µM. 350,000 tested, 0.052% active. AID 588391, 2011;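 active = mean inhibition across replicates of 30% or more, whatever share of single replicates reach that level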;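 note: absorbance from insulin aggregation driven by PDI reduction with DTT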
Target sequence (P07237 whole entry, looked up): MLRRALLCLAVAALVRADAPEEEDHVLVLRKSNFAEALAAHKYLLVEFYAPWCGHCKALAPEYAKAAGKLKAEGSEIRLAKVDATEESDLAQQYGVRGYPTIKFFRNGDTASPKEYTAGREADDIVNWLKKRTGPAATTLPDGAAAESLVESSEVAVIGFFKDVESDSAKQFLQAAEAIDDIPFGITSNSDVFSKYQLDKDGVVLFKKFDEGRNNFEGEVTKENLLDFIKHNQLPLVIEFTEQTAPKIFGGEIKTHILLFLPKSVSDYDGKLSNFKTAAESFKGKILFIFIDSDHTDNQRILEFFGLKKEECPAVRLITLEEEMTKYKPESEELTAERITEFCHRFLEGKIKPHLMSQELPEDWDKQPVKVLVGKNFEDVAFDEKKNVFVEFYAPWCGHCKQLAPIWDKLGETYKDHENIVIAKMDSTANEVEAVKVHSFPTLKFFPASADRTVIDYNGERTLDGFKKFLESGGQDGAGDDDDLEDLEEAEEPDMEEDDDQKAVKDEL
CaV13 FRET inh: Disruptors of the CACNA1D IQ motif to Ca2+-dependent inactivation inhibitor domain association, primary screening, Förster resonance energy transfer in intact living … | HEK cells, CFP/YFP FRET ICDI-IQ, plate reader, 10 min; percent FRET-ratio fall versus neutral wells | inhibition, % at 12.3 µM | 340,000 tested, 0.098% active | AID 743397;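 active = mean replicate inhibition of at least 30% and at least 1% of replicates passing that level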;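 note: 0% = median of the neutral control wells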
m5-HT2A agonist: mouse Htr2a agonists via beta-arrestin recruitment, primary screen, cell-based, luminescence. 5-hydroxytryptamine receptor 2A (Mus musculus), P35363. CHO-K1 mHTR2A beta-arrestin complementation; percent of 30 µM serotonin response. activation, % at 7.6 µM. 360,000 tested, 0.66% active;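 active = activation above a run cutoff, the mean activation of all tested compounds plus 3 SD, cut at about 14% in these data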;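 note: 0% = plate median of compound wells and 100% = 30 µM serotonin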
Target sequence (P35363 whole entry, looked up): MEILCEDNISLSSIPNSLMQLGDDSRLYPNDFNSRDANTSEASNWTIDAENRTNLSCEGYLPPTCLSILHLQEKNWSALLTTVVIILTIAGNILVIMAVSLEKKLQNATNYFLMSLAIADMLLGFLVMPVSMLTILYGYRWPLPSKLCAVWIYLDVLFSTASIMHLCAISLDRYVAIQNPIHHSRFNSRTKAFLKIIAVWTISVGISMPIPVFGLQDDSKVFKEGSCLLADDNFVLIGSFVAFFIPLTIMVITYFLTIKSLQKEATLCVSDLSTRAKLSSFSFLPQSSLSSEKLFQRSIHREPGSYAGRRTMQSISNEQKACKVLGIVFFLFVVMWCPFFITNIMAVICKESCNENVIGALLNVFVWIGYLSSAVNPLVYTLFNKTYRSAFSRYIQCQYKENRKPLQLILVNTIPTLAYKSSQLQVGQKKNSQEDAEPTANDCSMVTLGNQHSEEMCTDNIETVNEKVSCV
HIF-2a block: HIF-2a reporter inhibitors, primary screen, luminescence, 786-0 RCC cells; 786-0 RCC cells HIF-2a reporter, luciferase luminescence, overnight; inhibition, % at 18.8 µM; 360,000 tested, 0.72% active; AID 624352, 2012;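 active = inhibition of the luminescence signal of 40% or more relative to plate controls, in a single-dose primary screen at 18.75 µM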
Shn3 3UTR inh: reduction of Shn3 3'UTR firefly luciferase signal, primary screen, Schnurri-3 inhibitor project, cell-based, Clone20 osteoblasts, set 2 | Clone20 osteoblast Shn3 3'UTR firefly luciferase, 24 h | inhibition, % at 12.5 µM | 360,000 tested, 0.52% active;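 active = mean inhibition of at least 75% with every replicate also reaching 75%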;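 note: 0% = median of neutral control wells and 100% = pilot-screen positive control compound; some compounds past the cut are filed as inactive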
* hit, by the source's call; · = no result given.

The line under a structure holds: NR2E3 ag-1	TRPM1 prom inh	iPSC survival up	H9c2 protect	Peg3 prom inh	NR2E3 ag-2	PDI turbidity	CaV13 FRET inh	m5-HT2A agonist	HIF-2a block	Shn3 3UTR inh
1. COc1ccc(NC(=O)c2ccc(C)cc2)c[n+]1[O-]
  ·	-14.7	-0.1	1.3	-34.9	-23.1	-0.4	-1.0	2.0	-38.7	7.5
2. COc1ccc(C(O)c2nc(-c3cncnc3)cs2)cc1 (configuration not stated)
  ·	·	-2.6	0.8	-11.2	-22.5	1.4	-5.0	7.3	12.5	-20.6
3. COc1ccccc1[C@@H]1C(c2cccc(C)c2)=NN(c2ccccc2)[C@H]1C(=O)N1CCOC1=O
  1.7	-4.2	-1.9	6.3	-1.8	16.8	-39.8	-4.7	-1.0	-10.2	2.6
4. O/N=C/c1ccccc1OCc1ccccc1F
  1.0	-25.9	1.7	-0.6	-60.7	-32.3	-1.1	-4.7	-3.1	-93.0	-15.2
5. COc1cc(CNc2ccccc2SC)cc(OC)c1OC
  1.2	14.4	5.2	-10.4	-64.3	23.8	-9.5	-6.6	-0.2	-4.4	54.0
6. CC(C)NC[C@H](O)COc1ccc(CC(N)=O)cc1
  1.7	-8.8	-2.0	-6.2	-3.0	-8.7	6.3	-4.4	5.1	5.8	3.1
7. CCOC(=O)C1CCCN(C(=O)COc2ccc(N(C)S(=O)(=O)c3ccc(F)cc3)cc2)C1 (configuration not stated)
  -0.9	13.7	0.1	-4.0	11.6	-5.2	-4.9	-1.7	8.3	7.7	6.6
8. COc1ccc(Cl)cc1S(=O)(=O)n1cnc2ccccc21
  4.5	-6.4	-1.8	-5.0	17.9	-8.7	-4.6	·	4.2	7.4	15.0
9. COCCNC(=S)N(c1ccccc1)C(C)C
  -2.5	9.2	1.9	5.7	21.8	6.6	1.8	-1.3	2.6	11.7	-6.8
10. NC(=O)CC[C@@H]1NC(=O)[C@H](Cc2ccc(O)cc2)NC(=O)c2cc([N+](=O)[O-])cc(F)c2OCC[C@@H](C(N)=O)NC1=O
  3.5	-1.8	-0.3	12.2	1.0	18.6	-0.6	-10.2	4.6	4.7	-22.2
11. CCOC(=O)C1=C(C)Nc2nnnn2C1c1cccnc1 (configuration not stated)
  0.4	-1.4	3.1	4.8	10.9	-3.1	-2.0	-3.5	3.5	11.9	-6.1
12. COc1cccc(C(=O)NCCS(=O)(=O)N2CCN(c3ccccc3)CC2)c1OC
  ·	·	-3.0	-2.1	14.7	11.7	5.6	-3.5	-2.2	13.2	-16.3
13. CCOC(=O)C(C(=O)OCC)C(=O)c1cc(OC)c(OC)c(OC)c1
  4.0	7.9	-3.7	-7.0	-0.1	-15.2	1.8	-4.7	2.0	3.8	-4.0
14. CC(C(=O)N1CCN(C(=O)c2ccco2)CC1)N1C(=O)NC2(CCCCC2C)C1=O (configuration not stated)
  3.5	-0.7	3.9	-3.5	8.3	10.6	-2.3	-2.0	0.8	7.0	-12.8
15. COC(=O)C1=C(N)Oc2cc(C)n(C)c(=O)c2C1c1ccc(Cl)c(Cl)c1 (configuration not stated)
  -0.8	6.7	-2.0	17.4	28.2	-2.3	8.1	·	-3.5	3.4	10.7
16. CN(C)CCCNC(=O)N1c2ccccc2C=Cc2ccccc21
  2.9	0.2	-0.3	2.2	14.9	-6.3	11.9	-0.9	-2.6	15.5	20.0
17. CC(=O)Nc1nc2c(ccc3ccccc32)s1
  6.2	-6.5	-0.1	0.3	-51.2	-14.9	5.0	4.3	-3.6	-121.0	-45.1
18. COc1cccc(CN(C)C(=O)Cc2c[nH]c3ccccc23)c1
  -0.1	0.0	-0.3	3.0	-13.0	-26.9	-0.8	·	-1.7	-32.3	1.0
19. COc1ccc(C(C(=O)NCc2ccccc2)N(Cc2cccs2)C(=O)c2cnccn2)cc1 (configuration not stated)
  1.6	0.7	6.6	79.8*	36.6	-4.5	9.0	-4.2	2.2	16.0	1.1
20. Cc1cc(C)nc(Nc2nc(=O)c3ccccc3s2)n1
  -0.3	-32.1	-2.2	29.3	-221.1	25.5	2.5	-5.1	0.3	-294.9	-54.5
21. O=C(CN(c1ccccc1)S(=O)(=O)c1ccccc1[N+](=O)[O-])Nc1ccccc1C(=O)N1CCOCC1
  8.0	-2.4	3.7	2.4	7.8	-23.6	-4.0	-4.8	1.8	12.2	0.1
22. CC(C)c1ccc(N2C(=NC(=O)C3CC3)SC3CS(=O)(=O)CC32)cc1 (configuration not stated)
  -0.6	3.8	0.0	-8.2	-12.9	9.4	-3.6	-3.2	2.0	1.0	-2.6
23. COc1cc(OC)nc(NC(=O)NS(=O)(=O)c2ccc(OC(F)(F)F)cc2)n1
  -1.8	7.6	0.8	-2.3	14.8	-12.3	-7.4	·	-4.0	9.7	1.6
24. c1ccc2c(NCC3CCCO3)nc(N3CCOCC3)nc2c1 (configuration not stated)
  0.3	10.6	-0.4	1.4	-9.2	28.4	11.2	-3.0	4.4	16.9	-1.6
25. O=S(=O)(c1ccc(Cl)c2ccccc12)N1CCCC1
  0.7	-2.6	0.5	-9.7	4.2	-13.4	1.2	-3.0	3.1	10.7	-4.5
26. COCc1c(Br)c(C)nc2sc3c(=O)[nH]nnc3c12
  1.6	-6.8	-0.4	-2.8	-10.7	21.4	-18.4	-4.3	1.7	16.7	4.4
27. CCOc1ccc2nc(N3CCOCC3)nc(C)c2c1
  2.0	-94.8	-3.1	-12.5	-296.7	-118.2	2.2	·	2.6	-220.9	-120.7
28. Cc1ccc(S(=O)(=O)N(C)CC(=O)NCC(=O)Nc2ccc(F)c(F)c2F)cc1
  ·	-1.9	-0.8	3.7	1.8	-27.9	-5.4	-2.4	4.0	10.4	-2.8
29. N#CC1=C(N)Oc2cc(O)ccc2C1c1ccc(Br)s1 (configuration not stated)
  ·	11.6	0.7	-5.9	7.7	-2.2	-4.5	-11.3	4.2	18.2	-14.9
30. O=C(CSc1nnc(NC2CCCCC2)s1)Nc1ccc2c(c1)C(=O)c1ccccc1C2=O
  -0.5	-29.1	-1.0	-0.2	-187.2	-111.8	-8.5	-4.6	0.3	-276.4	-13.3
31. CCOC(=O)C(=NC1CCS(=O)(=O)C1)NNc1ccc(Br)cc1 (configuration not stated)
  -2.9	4.6	0.5	-0.9	7.9	6.9	-1.4	-3.2	0.5	5.7	-17.6
32. Cc1cnc(NC(=O)CSc2nc3ccccc3c(=O)[nH]2)s1
  1.5	6.3	-2.5	58.6*	18.0	8.6	-4.2	·	0.7	13.0	10.7
33. CC(C)CCN1C(=O)c2ccc(-c3nc4ccccc4c(=O)o3)cc2C1=O
  2.5	2.2	1.0	-3.2	-11.0	-2.1	-0.9	-8.3	-0.5	-48.2	3.4
34. Cc1ccnc(NC(=O)c2sc3cc(Cl)ccc3c2Cl)c1
  -0.1	-25.8	-2.5	-12.6	-232.0	-14.2	-7.0	-4.9	-3.6	-224.7	-78.4
35. CC1CN(C(=O)COC(=O)c2ccc(Cl)c(S(=O)(=O)N3CCCCC3)c2)CC(C)O1 (configuration not stated)
  -0.4	8.1	-0.8	4.8	6.8	0.3	-12.2	·	-0.9	14.7	6.6
36. COc1ccccc1NS(=O)(=O)c1cccc(NC(=O)c2nc3nc(C)cc(C)n3n2)c1
  0.1	-7.5	1.0	17.8	14.7	-26.3	5.5	-0.1	-0.5	15.4	76.6
37. COc1ccc(NC(C)=O)cc1CNC(=O)CN1CCOCC1
  4.1	3.9	0.3	1.1	7.1	-4.5	-13.4	0.0	7.9	9.9	1.3
38. O=c1oc2ccc3ccccc3c2cc1-c1nc2ccccc2o1
  -1.2	-9.1	-1.3	26.5	-156.1	-10.9	5.0	·	-1.5	-65.2	6.5
39. Cc1ccc(S(=O)(=O)N2CCOCC2)cc1NC(=O)Cn1cc(C(F)(F)F)cc(Cl)c1=O
  -0.2	-4.8	0.2	2.3	-8.7	-23.4	-3.5	-2.5	3.2	-1.7	9.6
40. O=C(NCC(c1cccnc1)N1CCOCC1)C1CCCCC1 (configuration not stated)
  -4.5	-1.4	-1.9	-1.9	-7.0	3.7	-5.1	-4.7	3.7	11.7	-11.4
41. COc1ccc(N2CCN(C(=O)[C@@H](NC(=O)c3cc(OC)cc(OC)c3)C(C)C)CC2)cc1
  3.1	5.0	-0.5	-6.1	20.2	-24.7	2.1	-2.6	-6.0	4.8	25.5
42. CC1Cc2ccccc2N1C(=O)CCNS(=O)(=O)c1ccc2c(c1)CCC(=O)N2 (configuration not stated)
  0.9	10.9	-0.9	-0.4	15.9	23.3	17.8	-4.2	4.0	17.4	-6.4
43. CCOC(=O)c1ccccc1NCN1C(=O)CSC1=O
  -1.1	-3.8	0.4	0.1	-2.8	-3.4	-5.0	-3.1	2.1	10.5	-10.5
44. Cc1ccc(NC(=S)N(CCN(C)C)Cc2cc3cc(C)cc(C)c3[nH]c2=O)cc1
  0.9	6.4	-1.9	11.1	-10.6	-23.5	3.9	-3.2	-2.5	-1.7	8.6
45. Cc1ccc([C@@H]2[C@@H]3C(=O)N(C)C(=O)[C@@H]3[C@]3(C)C(=O)N(Cc4ccc(-c5ccccc5)cc4)CC(=O)N23)o1
  -2.9	-6.8	1.0	4.5	-5.5	-10.6	15.0	-11.7	8.4	7.1	-9.5
46. COc1ccc(S(=O)(=O)NCc2ccc(C(=O)NCCCN3CCCC(C)C3)cc2)cc1 (configuration not stated)
  3.9	-20.1	0.2	-4.9	-9.2	-13.8	3.5	-2.9	1.7	5.8	-11.4
47. Cc1ccc(N(Cc2ccccc2)C(=O)c2cccc(F)c2)cc1
  ·	-25.9	-0.5	-10.4	-27.4	-6.6	2.0	·	3.5	-92.0	-12.8
48. COc1ccc2c(Cl)c(-c3nnco3)sc2c1
  4.5	-1.3	-1.6	-8.5	-31.6	-28.9	-1.0	-2.0	15.6*	-65.5	1.1
49. Cc1ccc(NC(=O)C(c2ccccc2)N2CCN(CC(=O)NC3CC3)CC2)cc1 (configuration not stated)
  2.4	-17.4	-1.5	3.4	-16.4	-29.0	-0.7	-3.3	6.4	-29.7	-58.8
